# Runt-SMMHC FRET – inhibitors of RUNX1 Runt–CBFb-SMMHC binding, primary screen, biochemical, FRET, Cerulean-Runt, Venus-CBFb-SMMHC, uHTS; Cerulean-Runt/Venus-CBFb-SMMHC FRET ratio 530/480, 1 h; inhibition, % at 20 µM; hit rate 0.74% among 220,000; AID 1434, 2008;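 active = mean inhibition across duplicate retests at 20 µM reaching about 50%, limit read from the data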;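 note: 0% = DMSO wells and 100% = wells with excess untagged CBFb-SMMHC; inhibitors lower the FRET ratio by blocking Runt binding to CBFb-SMMHC; some results filed as inactive read as strong as hits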
# MDM2 E3 inh – MDM2-luciferase reporter signal enhancers, primary screen, MDM2 E3 ligase inhibitor project, cell-based, luminescence, 1536-well. cell-based MDM2 ubiquitination luciferase reporter, 2 h; 0 = plate control, 100 = twice control, blank-subtracted. signal enhancement, % at 5 µM. hit rate 0.11% among 210,000;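 active = signal enhancement of 30% or more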;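 note: luminescence tracks abundance of the self-degrading MDM2-luciferase fusion protein; higher signal means inhibition of MDM2 E3 ligase activity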
# Target sequence (Q00987 whole entry, looked up, the tested form may be a part): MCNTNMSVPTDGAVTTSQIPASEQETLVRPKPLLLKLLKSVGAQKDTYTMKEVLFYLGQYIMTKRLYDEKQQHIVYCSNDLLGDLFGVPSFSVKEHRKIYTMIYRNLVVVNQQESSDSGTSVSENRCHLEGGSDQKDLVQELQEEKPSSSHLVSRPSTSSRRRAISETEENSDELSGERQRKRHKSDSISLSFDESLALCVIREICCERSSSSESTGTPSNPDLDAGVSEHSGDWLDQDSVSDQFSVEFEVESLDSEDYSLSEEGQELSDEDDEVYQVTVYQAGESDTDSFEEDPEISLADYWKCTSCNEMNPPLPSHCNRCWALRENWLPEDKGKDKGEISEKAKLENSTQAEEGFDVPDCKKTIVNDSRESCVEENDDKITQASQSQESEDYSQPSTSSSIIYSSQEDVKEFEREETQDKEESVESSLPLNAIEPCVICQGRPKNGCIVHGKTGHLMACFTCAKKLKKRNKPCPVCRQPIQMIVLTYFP
#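 test system = mammalian cells stably expressing self-ubiquitinating, self-degrading MDM2 E3–luciferase fusion | quantity = 2000 cells/well | incubation = cell settling 4 h, compound treatment 2 h, both 37 °C | signal = luminescence with SteadyLite reagent, 15 min at room temperature | evaluation = % enhancement relative to plate controls after blank subtraction | benchmarks = plate controls and plate blanks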
# NCF1 inh – p47phox/p22phox peptide binding inhibitors, primary screen, biochemical, uHTS, NADPH oxidase regulatory subunit. Neutrophil cytosol factor 1 (Homo sapiens), P14598. fluorescence polarization, 2 h. inhibition, % at 24.7 µM. hit rate 0.53% among 220,000. AID 1274, 2008;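 active = inhibition above about 30%, limit read from the data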;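 note: 0% = p47phox with labelled peptide and 100% = labelled peptide alone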
# TNF death inh – inhibitors of TNF-alpha triggered necroptosis, primary screen, cell-based, Jurkat FADD-/-, single concentration; Jurkat FADD-/- TNF necroptosis rescue, ATP luminescence, 24 h; 0 = TNF only, 100 = no-TNF cells; activation (protection from cell death), % at 10 µM; hit rate 0.068% among 220,000; AID 463075, 2010;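 active = activation, meaning protection from cell death, of at least 50% relative to plate controls; inactive = activation below 50%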;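 note: necroptosis triggered by 40 ng/mL TNF-alpha added together with compound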
# PPC-1+TRAIL kill – compounds killing PPC-1 cancer cells with TRAIL present, primary screen, TRAIL potentiator project, ATPLite luminescence, uHTS | PPC-1 cells + TRAIL, ATPLite viability luminescence | cell killing (% activity), % at 4 µM | hit rate 0.41% among 220,000 | AID 1443, 2008;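 active = cell killing above 50% in the first pass at 4 µM, then a duplicate retest at 5 µM averaging 50% or more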;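 note: plate controls were cells with TRAIL plus DMSO for no effect and medium-only wells lacking cells for full effect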
# EBV gp42 block – Epstein-Barr virus gp42 inhibitors, primary screen, biochemical, uHTS, fluorescence polarization. Fluorescence polarization binding assay, mP read-out. inhibition, % (tested at 21.74 µM). Glycoprotein 42 (Epstein-Barr virus (strain AG876)), Q1HVG2. hit rate 0.42% among 220,000; in the data active = inhibition above about 50%
# zfTRPN1 agonist – zebrafish TRPN1 channel agonists, primary screen, cell-based, HEK293, calcium fluorescence | HEK293 zebrafish TRPN1-YFP, Fluo-8 calcium fluorescence; 100% = response to 87 µM carbachol | activation, % at 3 µM | hit rate 0.18% among 220,000 | AID 1424, 2008;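 active = activation above its plate's cutoff, the mean activation of test wells on that plate plus 3 SD, cut at about 19% in these data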;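 note: 0% = DMSO alone and 100% = 87 µM carbachol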
#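 Assay system: Zebrafish TRPN1-YFP in HEK293 cells | Incubation: Dye loading 1 h at 37 °C, then 30 min room temperature | Measured by: Kinetic Fluo-8 fluorescence, ex 470-495, em 515-575 nm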
# CHOP inhibitor – inhibitors of CHOP promoter induction, primary screen, cell-based, unfolded protein response, luciferase reporter. hit rate 3.8% among 220,000. inhibition, % at 10 µM. AID 2732, 2010. CHO-K1 CHOP-promoter luciferase, tunicamycin-induced, 15-18 h;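 active = compounds that reduced the stress-induced luciferase reporter signal by more than about 70% of percent inhibition, limit read from the data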;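 note: 0% = tunicamycin plus vehicle and 100% = wells without tunicamycin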
# TRPML3 ag – human TRPML3 channel agonists, primary screen, cell-based, HEK293 TRPML3-YFP, Fluo-8 calcium fluorescence, 3 µM; AID 1448, 2008; 100% = the carbachol control signal; activation, % at 3 µM; hit rate 0.29% among 220,000; Mucolipin-3 (Homo sapiens), Q8TDD5;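 active = activation above its plate's cutoff, the mean activation of the plate's test wells plus 3 SD, cut at about 12% in these data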;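 note: 0% = DMSO only wells and 100% = carbachol wells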
# Target sequence (Q8TDD5 whole entry, looked up): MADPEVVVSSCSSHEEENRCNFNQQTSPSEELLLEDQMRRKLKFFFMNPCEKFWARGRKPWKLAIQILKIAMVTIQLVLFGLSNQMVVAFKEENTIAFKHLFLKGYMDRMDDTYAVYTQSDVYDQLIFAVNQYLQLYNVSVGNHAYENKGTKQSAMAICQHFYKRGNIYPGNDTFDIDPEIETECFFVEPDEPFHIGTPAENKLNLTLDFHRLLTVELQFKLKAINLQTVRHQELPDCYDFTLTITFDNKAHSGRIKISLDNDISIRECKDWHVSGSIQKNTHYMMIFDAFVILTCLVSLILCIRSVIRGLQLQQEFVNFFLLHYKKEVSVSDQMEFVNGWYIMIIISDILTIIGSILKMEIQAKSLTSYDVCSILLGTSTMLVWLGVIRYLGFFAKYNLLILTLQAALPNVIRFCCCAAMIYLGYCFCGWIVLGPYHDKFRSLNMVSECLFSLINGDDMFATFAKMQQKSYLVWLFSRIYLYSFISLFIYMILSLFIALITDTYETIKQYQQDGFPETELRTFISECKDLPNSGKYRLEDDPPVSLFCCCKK
#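 Test system: TRPML3-YFP stable HEK293 cells. Doses: single point at 3 µM. Incubation: dye loading 1 h 37 °C then 30 min ambient, 125 s read. Signal: Fluo-8 calcium dye fluorescence, ex 470-495, em 515-575 nm. Measure: percent activation from peak-to-basal fluorescence ratio, scaled between DMSO and carbachol.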
# An asterisk follows results filed as active; . = not tested or not shown; [ ] = another dose, or the depositor's remark. Not a hit list; overall some 5.9% were active at least once.
# Value order – Runt-SMMHC FRET, MDM2 E3 inh, NCF1 inh, TNF death inh, PPC-1+TRAIL kill, EBV gp42 block, zfTRPN1 agonist, CHOP inhibitor, TRPML3 ag
Cc1cccc(N2CCN(S(=O)(=O)c3ccc(S(=O)(=O)N4CCCC4)cc3)CC2)c1C
 : -3, -2, -12, 1.7, 11, -15, -0.1, 48, 0.2
C=CCOC(=O)C1=C[C@@H](c2cn(C(C)=O)c3ccccc23)C[C@@H](OCCCCO)O1
 : -3, ., -18, 0.2, 6, -6, 0.9, 17, 0.3
CC(C)Cn1c(-c2ccccc2)nc2ccccc2c1=O
 : -2, -9, -6, -1.4, -5, -8, -1.9, 18, -0.7
COC(=O)C(CCSC)NC(=O)c1cc2c(n(-c3ccccc3)c1=O)CCCC2=O (configuration not stated)
 : ., -7, -7, -0.1, ., -9, 0.8, -1, 0.7
CCC(NC(=O)c1ccccc1NC(=O)c1ccco1)C(=O)NC1CCCCC1 (configuration not stated)
 : -1, -5, 1, 3.3, 8, -25, -1.1, 1, -1.1
O=C(Nc1cccc(NC(=O)c2cccnc2)c1)c1cccnc1
 : 0, -9, 0, -0.4, -9, -11, -0.2, 60, 0.5
O=[N+]([O-])c1cc(-c2cnc3ccccc3n2)ccc1Oc1ccc(Br)cc1
 : 2, -11, -17, -5.1, 1, 3, 0.8, -16, 0.9
Cc1nc2ccccc2c(=O)n1/N=C/c1ccc(N(C)C)cc1
 : 2, -10, -5, -13, 33, -20, 1.1, -12, 0.3
CC1=C(C)CC(C(=O)Nc2ccc(C(N)=O)cc2)C(C(=O)O)C1 (configuration not stated)
 : -1, -37, -7, 0.3, -17, -17, -1.5, -2, 0.4
COc1cccc(C2=NOC(C(=O)N3CCN(C(=O)c4ccco4)CC3)C2)c1 (configuration not stated)
 : 4, -5, 0, 1.5, 20, -11, 0.2, 9, -0.4
CCOC(=O)C1CCN(c2ncnc3c2cnn3-c2ccccc2)CC1
 : -2, -2, -12, -0.2, 4, -14, 0.7, 47, 1.2
CCC(C)[C@H](NC(=O)Nc1ccc(C(C)=O)cc1)C(=O)OC (some centres not stated)
 : 1, -13, -6, 0.2, 14, -3, 2.2, 11, -0.3
COc1cccc(C2=NOC(C(=O)Nc3ccccc3SC)C2)c1 (configuration not stated)
 : -1, -59, -7, 0.4, 0, -10, -1.4, -7, 0.0
CC1CCc2c(nc3sc4c(c3c2N)CCCC4)C1 (configuration not stated)
 : 0, 1, -24, 4.3, 23, -20, -1.2, 23, 1.3
CC1=NN(C(=O)c2ccc(Cn3cc(Br)c([N+](=O)[O-])n3)o2)C(O)(C(F)(F)F)C1 (configuration not stated)
 : -2, -4, 4, 0.1, 13, -8, 0.7, 10, 1.2
Cc1c(-c2ccc(Cl)cc2)[n+](=O)c2c(n1[O-])CCCC2
 : -2, -13, -8, 1.0, -1, -7, 0.9, -18, 0.1
CCOc1ccc(-c2c(=O)n(OCc3ccc([N+](=O)[O-])cc3)c3ccccc3[n+]2[O-])cc1
 : -9, -2, 7, -1.0, 8, -7, 0.2, 61, 1.2
O=C(O)c1ccc(NC(=O)c2cccc(N3C(=O)C4C5CCC(C5)C4C3=O)c2)cc1 (configuration not stated)
 : -2, -5, 4, 2.0, 15, 1, 2.6, -21, 0.7
Cc1cccc(-n2c(C)nc3cc(C(=O)NCc4ccc5c(c4)OCO5)ccc32)c1
 : -6, -1, -3, 0.5, 18, -20, -1.6, 29, 0.0
N#Cc1ccc(OCC(=O)NCCc2ccc(S(N)(=O)=O)cc2)cc1
 : 1, -18, -7, -0.9, 14, 0, 0.4, -9, 0.9

# Additional compounds follow.
# Value order – Runt-SMMHC FRET, MDM2 E3 inh, NCF1 inh, TNF death inh, PPC-1+TRAIL kill, EBV gp42 block, zfTRPN1 agonist, CHOP inhibitor, TRPML3 ag
CCOC(=O)CNC(=O)CSc1nc(N(C)C)nc(N2CCOCC2)n1
 : 1, 5, -10, -0.1, -2, -7, 0.3, 9, 1.7
Cc1ccc(C2(c3noc(CN4CCC(c5ccncc5)CC4)n3)CCCC2)cc1
 : -1, -16, 0, -3.1, -10, 2, 0.6, 43, 0.2
COCCN1Cc2cccc(C(=O)NC(C)c3cccs3)c2C1=O (configuration not stated)
 : 1, -21, -4, -0.2, -28, -10, -0.6, 17, -0.3
Cc1cc(C(=O)COC(=O)c2ccccc2Br)c(C)n1CC1CCCO1 (configuration not stated)
 : 0, ., -20, -1.0, 80*[5 µM], -10, 3.0, 77*, 1.2
O=C(CN1CCN(Cc2ccccc2)CC1)N/N=C/c1ccc(Br)s1
 : -7, -11, 3, 3.3, 11, -8, 0.2, 14, -0.5
COc1ccc(NC2CC(=O)N(c3ccccc3)C2=O)cc1 (configuration not stated)
 : 0, -8, -3, -0.2, -7, -25, 0.3, 15, 0.8
Cc1ccc(O)c(-c2cc(C(=O)Nc3ccc(S(=O)(=O)N4CC(C)OC(C)C4)cc3)[nH]n2)c1 (configuration not stated)
 : -5, -4, -21, -4.0, 15, -1, 0.5, 99*, 0.2
C=CCNC(=S)Nc1nc2c(cc1C(=O)OCC)CCCC2
 : 5, -11, -6, 1.1, 2, -15, 1.7, 39, 1.0
C(=N\N1CCN(c2ccccn2)CC1)/c1ccccn1
 : 1, -10, -6, 0.8, 11, -1, 1.2, -21, 0.4
CCCSc1nc(C)cc(C)c1S(=O)(=O)c1ccccc1C
 : 2, -1, -7, -4.8, 12, -7, -0.9, 40, 4.2
CC1CC(C)CN(S(=O)(=O)c2ccc(NC(=O)C3COc4ccccc4O3)cc2)C1 (configuration not stated)
 : -1, -18, -8, -0.2, 19, -5, -1.6, 34, 0.1
O=C(CN1CCN(Cc2ccccc2Cl)CC1)N/N=C/C=C/c1ccccc1[N+](=O)[O-]
 : -1, -2, -19, 2.1, 8, -13, -0.2, 7, 0.8
COc1cccc(C(=O)N2CCN=C2SCc2cccnc2)c1OC
 : 1, -17, 2, -1.3, 4, -18, 0.5, -7, 1.1
Cc1nnc2n1NC(c1ccc(Cl)cc1)C(C(=O)N(C)C1CCCCC1)S2 (configuration not stated)
 : 5, -4, 8, -0.6, -6, 0, 0.9, -12, 0.1
CC(C)CC(=O)NC(=S)Nc1nc(-c2ccccc2)cs1
 : -6, -7, -7, 5.5, 13, -21, -0.8, 5, 1.1
Cn1c(=O)cc(SCC(=O)N2CCCC2)c2cc(Cl)ccc21
 : -1, 0, -4, -4.5, 24, -16, -0.8, -5, 0.7
Cc1cc(OC(=O)c2ccco2)c(Sc2ccccc2[N+](=O)[O-])c(=O)o1
 : 4, -13, 1, -0.1, 20, -3, 1.1, 36, 0.3
O=c1[nH]c(SCc2nc3c(cnn3-c3ccccc3)c(=O)[nH]2)nc2ccccc12
 : -4, 5, -48, -14, 20, -84, -3.1, 29, 0.7
COc1ccccc1C1C=C(c2ccc(C)cc2)Nc2nnnn21 (configuration not stated)
 : -14, 0, -8, -7.8, 12, 9, 0.5, ., 0.1
FC(F)(F)c1cccc(Oc2ccc3c(C(F)(F)F)cc(C(F)(F)F)nc3n2)c1
 : 3, -7, -1, -1.9, 13, 3, 0.6, 26, 0.7

# Complete entries, quoted from the list. Values in the order: Runt-SMMHC FRET	MDM2 E3 inh	NCF1 inh	TNF death inh	PPC-1+TRAIL kill	EBV gp42 block	zfTRPN1 agonist	CHOP inhibitor	TRPML3 ag
# Cc1cc(OC(=O)c2ccco2)c(Sc2ccccc2[N+](=O)[O-])c(=O)o1 reads 4	-13	1	-0.1	20	-3	1.1	36	0.3
# Cc1ccc(C2(c3noc(CN4CCC(c5ccncc5)CC4)n3)CCCC2)cc1 reads -1	-16	0	-3.1	-10	2	0.6	43	0.2
# Cc1nnc2n1NC(c1ccc(Cl)cc1)C(C(=O)N(C)C1CCCCC1)S2 (configuration not stated) reads 5	-4	8	-0.6	-6	0	0.9	-12	0.1
# O=C(CN1CCN(Cc2ccccc2)CC1)N/N=C/c1ccc(Br)s1 reads -7	-11	3	3.3	11	-8	0.2	14	-0.5
# C(=N\N1CCN(c2ccccn2)CC1)/c1ccccn1 reads 1	-10	-6	0.8	11	-1	1.2	-21	0.4

# The list goes on:
# Value order – Runt-SMMHC FRET, MDM2 E3 inh, NCF1 inh, TNF death inh, PPC-1+TRAIL kill, EBV gp42 block, zfTRPN1 agonist, CHOP inhibitor, TRPML3 ag
COc1ccccc1NC(=O)CSc1ncn(-c2ccccc2)n1
 : 1, 0, -11, 2.4, 7, -4, -1.2, -18, -0.5
Cc1[nH]c2ccccc2c1/C=N/Nc1nc(Nc2ccc(F)cc2)nc(N2CCOCC2)n1
 : 3, -3, -41, -19, 30, -13, -1.2, 61, 0.2
CCn1c(COc2ccc(C)cc2)nnc1SCC(=O)C(C)(C)C
 : -7, 10, -14, 2.1, 6, -5, -0.7, 47, -0.3
O=C(Nc1ccc(S(=O)(=O)Nc2nccs2)cc1)C1CCCCC1
 : -1, 0, -6, 1.1, 8, -23, 2.0, 2, 1.3
COc1ccc(Cn2c(=O)sc3ccccc32)cc1OC
 : 0, -19, -13, -6.6, 10, -28, 3.7, 48, 2.6
O=C(NCc1ccco1)C1(c2ccccc2)CCCC1
 : 0, -6, -9, -0.8, 12, -14, -1.1, 0, -0.1
COC(=O)N1CCN(c2ccc(Cl)c(Cl)c2)CC1
 : 2, -8, 1, -2.0, 0, -13, -0.5, 45, 0.1
Cc1ccc(CN2CCN(Cc3ccc(Oc4ncccn4)cc3)CC2CCO)cc1 (configuration not stated)
 : 0, 5, 4, 0.9, -2, -12, -0.1, 23, 0.7
CCOC(=O)c1cc(=O)cc(C(=O)OCC)o1
 : -3, 5, -14, -3.5, -8, -20, 2.1, 8, 1.1
COCc1cc(=O)[nH]c(-c2ccc(C(F)(F)F)cc2)n1
 : -1, -6, -14, -2.0, 16, -10, 0.0, -4, 0.7
COc1ccc(C)cc1NC(=O)NCc1ccc(F)cc1
 : -2, 14, -14, 0.8, 6, -5, -0.9, 9, -0.4
COC(=O)c1[nH]c2ccc(Br)cc2c1NC(=O)Oc1ccccc1
 : -5, -4, -10, -2.7, 11, -12, 1.1, 13, 1.4

# Compound activity deposited in PubChem BioAssay by several laboratories.
